Assay outcomes: PubChem, National Center for Advancing Translational Sciences (NCATS)
GALK inh: inhibits human galactokinase | 44,000 tested, under 10 active | Potency, µM (series often up to 57.5 µM), inactives show at the highest dose activity, negative = inhibition, actives largely listed as inhibitors | recombinant GALK, Kinase-Glo ATP luminescence, 1 h | AID 1347072 | P51570;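 note: plate controls were full GALK reaction for no effect and reaction lacking GALK for full effect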
Target sequence (P51570 whole entry, looked up): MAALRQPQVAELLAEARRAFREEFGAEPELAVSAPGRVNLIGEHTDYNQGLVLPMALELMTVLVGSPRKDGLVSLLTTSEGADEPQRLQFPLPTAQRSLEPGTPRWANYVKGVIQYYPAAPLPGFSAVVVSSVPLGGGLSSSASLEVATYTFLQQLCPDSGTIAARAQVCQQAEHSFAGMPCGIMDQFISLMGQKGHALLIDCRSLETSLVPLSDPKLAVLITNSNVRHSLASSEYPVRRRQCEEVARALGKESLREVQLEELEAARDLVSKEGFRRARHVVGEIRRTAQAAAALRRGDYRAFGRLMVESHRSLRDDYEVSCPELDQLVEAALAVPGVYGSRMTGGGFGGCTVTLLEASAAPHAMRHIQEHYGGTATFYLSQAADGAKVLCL
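Reactions with and without enzyme served as controls. GALK at 5 nM phosphorylates 100 uM galactose using 35 uM ATP (HEPES pH 8.0, Mg2+) for 1 h at RT, with luminescence read 10 min after adding Kinase-Glo Plus.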
B2AR arrestin ag: beta-arrestin recruitment by human beta2-adrenergic receptor ligands; 44,000 tested, under 10 active; P07550; HTLA Tango cells, beta-arrestin recruitment, luciferase luminescence, 18 h; AID 1347077; Potency, µM (series often up to 46.1 µM), for inactives: top-dose activation, most hits filed as activators;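 note: potency is the fitted concentration of half-maximal effect; 0% = DMSO and full agonism = EC100 isoproterenol or metaproterenol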
Target sequence (P07550 whole entry, looked up): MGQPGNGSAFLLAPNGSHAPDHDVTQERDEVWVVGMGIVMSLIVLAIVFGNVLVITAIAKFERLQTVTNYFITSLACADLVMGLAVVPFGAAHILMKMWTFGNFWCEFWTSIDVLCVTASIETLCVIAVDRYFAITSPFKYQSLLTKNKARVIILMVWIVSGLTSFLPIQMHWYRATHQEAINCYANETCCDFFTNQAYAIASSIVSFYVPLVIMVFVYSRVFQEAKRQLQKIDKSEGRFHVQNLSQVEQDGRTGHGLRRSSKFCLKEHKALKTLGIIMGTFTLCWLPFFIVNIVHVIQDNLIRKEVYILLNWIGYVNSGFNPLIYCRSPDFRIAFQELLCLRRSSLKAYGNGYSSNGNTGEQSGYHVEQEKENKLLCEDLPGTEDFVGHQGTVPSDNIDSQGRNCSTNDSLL
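Tango cells expressing recombinant beta2-AR and beta-arrestin were treated with compounds (up to 46 microM titration) in DMEM with 1% FBS for 18 hr at 37 degrees C. Beta-arrestin recruitment drove tTA-dependent luciferase, read by luminescence; curves were fitted and classed.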
PTAP-TSG101 blk: blocks PTAP binding to human TSG101, validation | Fluorescence polarization, FITC-PTAP peptide/Tsg101, 20 min | 44,000 tested, under 10 active | Q99816 | Potency, µM (top dose mostly 115 µM), without a hit: at the top dose activity change, negative = inhibition, actives largely listed as inhibitors; note: potency is the fitted concentration of half-maximal effect; 0% is about no effect
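Compounds pinned into 10 uM Tsg101 binding domain, then 50 nM FITC-PTAP peptide added in pH 7.5 HEPES buffer; FP read after 20 min, room temperature. Total S+P intensity flags fluorescent compounds; active cut-off <25 µM, efficacy <60%.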
FH mod: Identification of activators of human fumarate hydratase by quantitative high-throughput screening | Fumarate hydratase, mitochondrial (Homo sapiens), P07954 | FH coupled MDH/diaphorase resazurin fluorescence, 15 min | Potency, µM (series often up to 79.9 µM), for the others: at the top dose activity change, negative = inhibition, most hits filed as inhibitors | actives 0.22% (n = 54,000); note: potency is the fitted concentration of half-maximal effect; % is set by controls: 0 for no effect and ±100 for the full control effect; the screen sought activators but most active calls are inhibition curves; nearly all actives have a fitted effect of over 45% in size
p53null 39C tox: p53 null cell cytotoxicity, nonpermissive temperature. Potency, µM (titrated, usually from 46.1 µM), without a hit: at the top dose activity, negative = cell killing, most hits filed as cytotoxic. actives 0.97% (n = 55,000). AID 904. H1299 p53-null (neo) cells, 39C, ATPlite viability, 24 h;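 note: potency is the fitted concentration of half-maximal effect; 0% = DMSO only and -100% = full killing by 100 µM tamoxifen; nearly all actives have a fitted effect of over 50% in size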
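Concentration-response (up to 46 uM) was run for 24 h at the nonpermissive 39C on H1299-p53A138V or H1299-neo cells. ATP content was measured with ATPlite luminescence. AC50 values were Hill-modeled after normalizing between DMSO and 100 uM tamoxifen killing.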
NTMT1 inhibitor: NTMT1 methyltransferase inhibition | Q9BV86 | NTMT1 MTase-Glo SAH luminescence, purified enzyme | Potency, µM (highest dose often 114 µM), without a hit: at the highest dose activity change, negative = inhibition, actives largely listed as inhibitors | actives 2.5% (n = 59,000) | AID 1645870;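 note: potency is the fitted concentration of half-maximal effect; plate controls were DMSO vehicle for no effect and no enzyme for full effect; nearly all actives have a fitted effect of over 65% in size; many of its hits are not listed in these tables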
Target sequence (Q9BV86 whole entry, looked up): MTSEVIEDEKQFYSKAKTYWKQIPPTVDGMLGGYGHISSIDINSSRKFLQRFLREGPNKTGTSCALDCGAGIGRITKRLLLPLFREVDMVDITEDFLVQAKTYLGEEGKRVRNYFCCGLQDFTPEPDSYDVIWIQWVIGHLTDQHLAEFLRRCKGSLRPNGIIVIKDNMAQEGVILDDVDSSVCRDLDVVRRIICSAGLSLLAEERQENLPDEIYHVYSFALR
p53null 32C tox: p53 null cell cytotoxicity, permissive temperature. H1299-neo p53 null cells, ATP luminescence, 24 h, 32C. Potency, µM (top dose mostly 46.1 µM), inactives show top-dose activity change, negative = cytotoxicity, hits mostly cytotoxic. actives 0.62% (n = 55,000);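 note: potency is the fitted concentration of half-maximal effect; 0% = DMSO only and -100% = full killing by 100 µM tamoxifen; nearly all actives have a fitted effect of over 55% in size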
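AC50 values derive from Hill modelling of qHTS concentration-response data (up to 46 uM) in H1299-neo cells. Cells were treated 24 h at 32C following overnight attachment at 37C; viability was read as cellular ATP.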
Starred values were filed as active, the others as inactive. Calls come from the whole dose curve; as a rule, active = well fitted curve in the direction sought with a large enough effect; inconclusive = small, poorly fitted or top-dose-only effect, or another doubt; inactive = no such curve, though single readings can be large; an effect the other way counts as inactive or inconclusive. A portion of the library; count on the stated rates, not on these rows.

For COc1cccc(C(=O)N2CCc3cc(OC)c(OC)cc3C2COc2ccc3c(C)cc(=O)oc3c2)c1 (centres undefined) the results were GALK inh 3%, B2AR arrestin ag 1%, PTAP-TSG101 blk 2%, FH mod -10%, p53null 39C tox 13%, NTMT1 inhibitor 6% and p53null 32C tox 4%.
`CCCOc1ccc(N2CC(C(=O)Nc3cccc(Cl)c3Cl)CC2=O)cc1` (centres undefined) gave GALK inh 3%, B2AR arrestin ag 1%, PTAP-TSG101 blk 0%, FH mod -8%, p53null 39C tox inconclusive, NTMT1 inhibitor 4% and p53null 32C tox -26%.
Screening O=C(NC1(C(F)(F)F)NC(=O)N(CCc2ccccc2)C1=O)c1ccc(Cl)cc1 (centres undefined) returned GALK inh 2%, B2AR arrestin ag -1%, PTAP-TSG101 blk -5%, FH mod -10%, p53null 39C tox -6%, NTMT1 inhibitor -2% and p53null 32C tox 9%.
For Cc1c(C(=O)N(C)C)sc2c1c(=O)n(-c1ccccc1C(F)(F)F)c(=O)n2Cc1cccc(F)c1 the results were GALK inh -1%, B2AR arrestin ag 1%, PTAP-TSG101 blk -2%, FH mod -14%, p53null 39C tox 2%, NTMT1 inhibitor 5% and p53null 32C tox 7%.
Screening Cc1cc(C)c(S(=O)(=O)N2CCC(N3CCN(Cc4ccccc4)C(=O)C3=O)CC2)c(C)c1 returned GALK inh -2%, B2AR arrestin ag 0%, PTAP-TSG101 blk 2%, FH mod -3%, p53null 39C tox 0%, NTMT1 inhibitor 3% and p53null 32C tox -1%.
CC(C)CCNC(=O)c1c[nH]c2ccc(S(=O)(=O)Nc3cccc(C(F)(F)F)c3)cc2c1=O was read as GALK inh 0%, B2AR arrestin ag 2%, PTAP-TSG101 blk 0%, FH mod -19%, p53null 39C tox -9%, NTMT1 inhibitor 2% and p53null 32C tox 13%.
For COc1ccc2c(CNCc3ccco3)c(C(=O)O)n(Cc3cccc(F)c3)c2c1 the results were GALK inh 3%, B2AR arrestin ag 2%, PTAP-TSG101 blk -8%, FH mod -1%, p53null 39C tox 1%, NTMT1 inhibitor inconclusive and p53null 32C tox -14%.
Screening CCCCCC(=O)N1c2ccccc2C(C)(c2ccccc2)CC1(C)C (centres undefined) returned GALK inh 2%, B2AR arrestin ag -2%, PTAP-TSG101 blk -10%, FH mod -30%, p53null 39C tox 2%, NTMT1 inhibitor -1% and p53null 32C tox 29%.
Screening Cc1ccc(NC(=O)c2nc(S(C)(=O)=O)ncc2N(Cc2ccccc2)Cc2ccco2)c(C)c1 returned GALK inh 2%, B2AR arrestin ag -4%, PTAP-TSG101 blk -1%, FH mod -1%, p53null 39C tox -20%, NTMT1 inhibitor 6% and p53null 32C tox -4%.
`O=C(CN1C(=O)COc2ccc(S(=O)(=O)N3CCCCCC3)cc21)N1CCN(c2cccc(C(F)(F)F)c2)CC1` gave GALK inh -2%, B2AR arrestin ag 0%, PTAP-TSG101 blk -2%, FH mod inconclusive, p53null 39C tox 9%, NTMT1 inhibitor 5% and p53null 32C tox 12%.
For Cc1ccc(S(=O)(=O)N2CCC(n3c(C)nc4cccnc43)CC2)c(C)c1 the results were GALK inh 0%, B2AR arrestin ag 0%, PTAP-TSG101 blk -8%, FH mod -19%, p53null 39C tox -5%, NTMT1 inhibitor -1% and p53null 32C tox -7%.
`Cc1ccc(S(=O)(=O)c2nc(-c3ccco3)oc2SCc2ccccc2Cl)cc1` gave GALK inh 0%, B2AR arrestin ag 1%, PTAP-TSG101 blk 11%, FH mod -10%, p53null 39C tox 16%, NTMT1 inhibitor 9% and p53null 32C tox 5%.
For CC(=O)c1ccc(NC(=O)C2CCN(S(=O)(=O)c3ccc4c(c3)CCCN4C(=O)C3CCC3)CC2)cc1 the results were GALK inh 1%, B2AR arrestin ag 0%, PTAP-TSG101 blk -6%, FH mod -12%, p53null 39C tox -8%, NTMT1 inhibitor 0% and p53null 32C tox 5%.
`COc1ccc(CNC(=O)Cc2c(C)c3c(cc(C)c4c(C)coc43)oc2=O)cc1OC` gave GALK inh 1%, B2AR arrestin ag 0%, PTAP-TSG101 blk -4%, FH mod -5%, p53null 39C tox 15%, NTMT1 inhibitor 17% and p53null 32C tox -13%.
Screening O=C(OCc1cc(=O)n2nc(C3CCCCC3)sc2n1)c1ccccc1Cl returned GALK inh 1%, B2AR arrestin ag 1%, PTAP-TSG101 blk 0%, FH mod -7%, p53null 39C tox 1%, NTMT1 inhibitor 13% and p53null 32C tox 0%.

A draw from above in order of formula weight, high to low:
`COc1ccc(CNC(=O)Cc2c(C)c3c(cc(C)c4c(C)coc43)oc2=O)cc1OC` gave GALK inh 1%, B2AR arrestin ag 0%, PTAP-TSG101 blk -4%, FH mod -5%, p53null 39C tox 15%, NTMT1 inhibitor 17% and p53null 32C tox -13%.
`CCCOc1ccc(N2CC(C(=O)Nc3cccc(Cl)c3Cl)CC2=O)cc1` (centres undefined) gave GALK inh 3%, B2AR arrestin ag 1%, PTAP-TSG101 blk 0%, FH mod -8%, p53null 39C tox inconclusive, NTMT1 inhibitor 4% and p53null 32C tox -26%.
Screening O=C(OCc1cc(=O)n2nc(C3CCCCC3)sc2n1)c1ccccc1Cl returned GALK inh 1%, B2AR arrestin ag 1%, PTAP-TSG101 blk 0%, FH mod -7%, p53null 39C tox 1%, NTMT1 inhibitor 13% and p53null 32C tox 0%.
For Cc1ccc(S(=O)(=O)N2CCC(n3c(C)nc4cccnc43)CC2)c(C)c1 the results were GALK inh 0%, B2AR arrestin ag 0%, PTAP-TSG101 blk -8%, FH mod -19%, p53null 39C tox -5%, NTMT1 inhibitor -1% and p53null 32C tox -7%.

The results go on.
For C=Cc1ccc(CN2C(=O)N(c3cccc(Cl)c3)S(=O)(=O)c3ccccc32)cc1 the results were GALK inh 0%, B2AR arrestin ag 0%, PTAP-TSG101 blk -3%, FH mod -4%, p53null 39C tox 5%, NTMT1 inhibitor -1% and p53null 32C tox -8%.
For CC1CCN(CCCNC(=O)c2cn(C)c3ccc(S(=O)(=O)N(C)C4CCCCC4)cc3c2=O)CC1 the results were GALK inh 8%, B2AR arrestin ag 1%, PTAP-TSG101 blk 5%, FH mod -18%, p53null 39C tox 9%, NTMT1 inhibitor 5% and p53null 32C tox 7%.
For Cc1cccc(NC(=O)C2CCCN2S(=O)(=O)c2cccc3nsnc23)c1C (centres undefined) the results were GALK inh 10%, B2AR arrestin ag 0%, PTAP-TSG101 blk -3%, FH mod 0%, p53null 39C tox inconclusive, NTMT1 inhibitor 30% and p53null 32C tox -5%.
Screening Cc1ccc(OCC(=O)OCc2cc(=O)n3nc(C4CCCCC4)sc3n2)cc1C returned GALK inh -1%, B2AR arrestin ag 0%, PTAP-TSG101 blk 1%, FH mod -5%, p53null 39C tox -13%, NTMT1 inhibitor 3% and p53null 32C tox -5%.
For Cc1ccc(-c2nnc(Nc3ccccc3O)c3ccccc23)cc1 the results were GALK inh -22%, B2AR arrestin ag 0%, PTAP-TSG101 blk -10%, FH mod 3%, p53null 39C tox -30%, NTMT1 inhibitor -2% and p53null 32C tox 0%.
`CCCN(C(=O)c1cc2c(Cl)nc3ccccc3c2s1)c1cccc(C)c1` gave GALK inh 0%, B2AR arrestin ag 10%, PTAP-TSG101 blk -4%, FH mod inconclusive, p53null 39C tox 3%, NTMT1 inhibitor -9% and p53null 32C tox 1%.
`Cc1ccc2nc(-c3ccccn3)c(Nc3ccc(F)cc3)n2c1` gave GALK inh 6%, B2AR arrestin ag 0%, PTAP-TSG101 blk 0%, FH mod 23%, p53null 39C tox inconclusive, NTMT1 inhibitor 10% and p53null 32C tox 0%.
For COc1ccc(C2=NC(c3ccncc3)=Nc3ccc(OC)cc3N2)cc1 the results were GALK inh 2%, B2AR arrestin ag -1%, PTAP-TSG101 blk -21%, FH mod 2%, p53null 39C tox -11%, NTMT1 inhibitor inconclusive and p53null 32C tox 15%.
Screening O=c1c2ccccc2n(Cc2ccccc2F)c(=O)n1-c1cccc(F)c1 returned GALK inh 5%, B2AR arrestin ag 1%, PTAP-TSG101 blk 2%, FH mod -9%, p53null 39C tox 0%, NTMT1 inhibitor -5% and p53null 32C tox -2%.
`Cc1ccc(C)c(N2CCN(Cc3csc(C)c3C)CC2)c1` gave GALK inh 3%, B2AR arrestin ag 0%, PTAP-TSG101 blk 7%, FH mod 10%, p53null 39C tox inconclusive, NTMT1 inhibitor 5% and p53null 32C tox -21%.
Screening Cc1cc2nc(-c3cccc(NC(=O)C(C)C)c3C)oc2cc1C returned GALK inh 0%, B2AR arrestin ag 0%, PTAP-TSG101 blk 1%, FH mod 2%, p53null 39C tox inconclusive, NTMT1 inhibitor inconclusive and p53null 32C tox -25%.
For COc1ccc(OC)c(-c2nnc3n(CCc4ccccc4)c(=O)c4ccccc4n23)c1 the results were GALK inh -12%, B2AR arrestin ag -1%, PTAP-TSG101 blk -11%, FH mod -15%, p53null 39C tox -21%, NTMT1 inhibitor inconclusive and p53null 32C tox -5%.
For CNc1c(NC(=O)c2ccc(OC)c(OC)c2)c(=O)oc2ccccc12 the results were GALK inh -8%, B2AR arrestin ag 0%, PTAP-TSG101 blk 2%, FH mod -6%, p53null 39C tox -4%, NTMT1 inhibitor inconclusive and p53null 32C tox -3%.
Screening CCOc1ccc(C2c3c(-c4ccccc4O)n[nH]c3C(=O)N2Cc2cccnc2)cc1OC (centres undefined) returned GALK inh 3%, B2AR arrestin ag 0%, PTAP-TSG101 blk 1%, FH mod -5%, p53null 39C tox -7%, NTMT1 inhibitor -1% and p53null 32C tox 0%.
For CCC1CCCCN1C(=O)CSc1nc(-c2ccc(OC)c(OC)c2)cc(C(F)(F)F)n1 (centres undefined) the results were GALK inh 6%, B2AR arrestin ag 1%, PTAP-TSG101 blk -1%, FH mod inconclusive, p53null 39C tox 2%, NTMT1 inhibitor 0% and p53null 32C tox 24%.
For CCCN(C(=O)Cn1nc(Cc2cccnc2)c2ccccc2c1=O)c1ccc(C(C)C)cc1 the results were GALK inh 0%, B2AR arrestin ag 0%, PTAP-TSG101 blk -2%, FH mod -18%, p53null 39C tox inconclusive, NTMT1 inhibitor -1% and p53null 32C tox inconclusive.
For CC(=O)c1ccc(NC(=O)c2ccc3c(c2)nnn3C2CCCC2)cc1 the results were GALK inh -1%, B2AR arrestin ag -1%, PTAP-TSG101 blk 1%, FH mod 4%, p53null 39C tox 5%, NTMT1 inhibitor 14% and p53null 32C tox -11%.
